NRP1-CendR mod = modulators of CendR peptide binding to human neuropilin-1; inhibition, % at 25 µM; O14786; FAM-RPARPAR peptide binding to NRP-1, fluorescence polarization; 0.85% of 360,000 active;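 active = inhibition or corrected inhibition above about 18%, plus a signal ratio from 0.5 to 1.5, limit read from the data, passing the limit was not always enough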; also: strong numbers were not always called active
Target sequence (O14786 whole entry, looked up): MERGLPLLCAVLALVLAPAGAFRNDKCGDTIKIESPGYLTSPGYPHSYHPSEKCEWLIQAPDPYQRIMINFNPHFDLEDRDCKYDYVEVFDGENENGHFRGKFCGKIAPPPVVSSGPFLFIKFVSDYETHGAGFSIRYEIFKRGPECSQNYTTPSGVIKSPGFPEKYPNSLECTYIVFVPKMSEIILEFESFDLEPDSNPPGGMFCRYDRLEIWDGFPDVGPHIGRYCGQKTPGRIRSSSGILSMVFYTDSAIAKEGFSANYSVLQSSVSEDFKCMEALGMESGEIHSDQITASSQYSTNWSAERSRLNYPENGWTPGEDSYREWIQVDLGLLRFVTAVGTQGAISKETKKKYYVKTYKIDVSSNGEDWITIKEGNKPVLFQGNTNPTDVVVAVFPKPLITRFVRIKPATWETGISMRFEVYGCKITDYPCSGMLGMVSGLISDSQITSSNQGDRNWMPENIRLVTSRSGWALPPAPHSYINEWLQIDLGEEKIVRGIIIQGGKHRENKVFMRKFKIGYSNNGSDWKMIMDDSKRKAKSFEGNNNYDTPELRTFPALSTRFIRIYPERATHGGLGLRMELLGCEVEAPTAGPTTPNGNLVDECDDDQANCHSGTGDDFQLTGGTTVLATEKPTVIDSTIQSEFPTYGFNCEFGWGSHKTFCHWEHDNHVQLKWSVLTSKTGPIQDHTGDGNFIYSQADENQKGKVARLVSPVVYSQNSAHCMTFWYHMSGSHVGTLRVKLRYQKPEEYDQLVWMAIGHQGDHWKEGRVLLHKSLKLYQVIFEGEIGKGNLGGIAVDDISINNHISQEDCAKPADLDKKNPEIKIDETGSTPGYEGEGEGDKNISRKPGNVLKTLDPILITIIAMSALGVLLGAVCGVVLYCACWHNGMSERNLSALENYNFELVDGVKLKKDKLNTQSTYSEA
LMPTP block = LMPTP (human) inhibition; P24666; recombinant LMPTP-A, OMFP fluorogenic substrate, fluorescence intensity; inhibition, % at 20 µM; 0.22% of 360,000 active;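 active = compounds that cut the enzyme signal by at least half of the control window in the single-dose screen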;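 also: plate controls were DMSO wells with enzyme plus substrate for no effect and substrate without enzyme for full effect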
Target sequence (P24666 whole entry, looked up): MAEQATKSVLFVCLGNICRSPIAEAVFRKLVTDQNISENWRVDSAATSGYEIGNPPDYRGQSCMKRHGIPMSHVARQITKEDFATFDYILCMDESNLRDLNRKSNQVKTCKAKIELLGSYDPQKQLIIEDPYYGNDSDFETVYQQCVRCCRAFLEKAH
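Test system: LMPTP-A, protein tyrosine phosphatase of low molecular weight; Input: 0.625 nM enzyme; Incubation: 50 min dark incubation at room temperature; Signal: endpoint fluorescence intensity from OMFP dephosphorylation; Read-out basis: % inhibition versus control wells.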
MT1-MMP act inh = inhibitors of human MT1-MMP activation; P50281; HT1080 RFP-PRO-GFP cells, GFP/RFP ratio fluorescence, overnight; percent of plate control window, DMSO zero; GFP/RFP ratio change, % at 20 µM; 0.061% of 360,000 active; AID 651647;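 active = GFP/RFP ratio change of at least 30% with cell ATP level not reduced by more than half and red fluorescence within 50% of control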; also: strong numbers were not always called active
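Compound: 20 µM single dose, 1% DMSO / System: HT1080 RFP-PRO-GFP cells / Controls: DMSO and RFP-L50D-GFP cell wells / Read-out basis: GFP/RFP fluorescence ratio / Schedule: overnight compound exposure at 37 °C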
SKN-1 block = blocks SKN-1 activity in C. elegans. C. elegans VP596 Pgst-4::GFP/RFP ratio, acrylamide-induced, 24 h. inhibition, % at 21.8 µM. 0.49% of 360,000 active. AID 624304;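 active = interference check ratio from 0.5 to 1.5 plus GFP to RFP signal ratio inhibition reaching or exceeding a fixed threshold, cut at about 30% in these data, passing the limit was not always enough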; also: some compounds called inactive have numbers as strong as hits
Rpn11 inh = inhibitors of human proteasome Rpn11 | human 26S proteasome, Ub4-pepOG fluorescence polarization; 20S core pre-blocked with epoxomicin | O00487 | 0.59% of 360,000 active | calls only at 20 µM | AID 588493;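 active = inhibition at 20 µM, scaled to each plate's controls, above about 33%, limit read from the data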
NadD block = inhibitors of Staphylococcus aureus NadD. inhibition, % at 20 µM. purified NadD enzyme, colorimetric absorbance read-out. AID 602399. 0.78% of 360,000 active; in the data active = inhibition above about 26%; also: some compounds past the cut are filed as inactive
DNMT1 inh = blocks human DNA methyltransferase DNMT1; P26358; DNMT1 molecular beacon, Hinp1I cleavage, fluorescence; inhibition (reported as % activation of signal), % at 10 µM; 0.83% of 360,000 active; AID 588458; in the data active = inhibition above about 50%
Scp-1 inhibitor = blocks human Scp-1 phosphatase activity; Q9GZU7; Recombinant Scp1, phosphopeptide, malachite green phosphate absorbance; inhibition, % at 20 µM; 0.88% of 340,000 active; AID 493091;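 active = inhibition above about 50% at 20 µM, limit read from the data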;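 also: plate controls were DMSO wells with enzyme for no effect and wells lacking enzyme for full effect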
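assay system = SCP-1 phosphatase catalytic domain, residues 76-261 | buffer or medium = 50 mM Tris acetate pH 5.5, 0.005% Tween-20, 10 mM MgCl2 | incubation = enzyme reaction 45 min at room temperature, colour 5 min, stabilisation 30 min | signal = Phosphate-binding colour reagent, absorbance read at 630 nm | measure = % inhibition at 20 µM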
STEP inh = inhibitors of human striatal-enriched phosphatase STEP | inhibition, % at 20 µM | recombinant STEP, OMFP fluorogenic substrate, fluorescence | 0.25% of 360,000 active;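 active = inhibition at 20 µM, scaled per plate between control wells, above about 37%, limit read from the data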;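 also: 0% = DMSO with enzyme and substrate and 100% = substrate only without enzyme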
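Material: STEP (striatal-enriched tyrosine phosphatase) enzyme, cell-free | Medium: 50 mM Bis-Tris pH 6.0 with 2.5 mM DTT and 0.005% Tween 20 | Read-out: Percent inhibition scaled to no-enzyme and uninhibited-enzyme controls, plate-pattern corrected | Signal: Fluorescence read at 480 nm ex / 540 nm em | Times: 20 min reaction, room temperature, in the dark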
SUMO1 PPI mod = modulators of human SUMO1-mediated protein-protein interactions | AID 602429 | P63165 | SUMO1 binding to a labelled peptide, TR-FRET, 1 h | inhibition, % at 20 µM | 0.33% of 360,000 active; in the data active = inhibition above about 37%
An asterisk follows results filed as active; i = inactive; x = not tested or not shown.

SMILES	NRP1-CendR mod	LMPTP block	MT1-MMP act inh	SKN-1 block	Rpn11 inh	NadD block	DNMT1 inh	Scp-1 inhibitor	STEP inh	SUMO1 PPI mod
Cc1cc(O)ccc1N/C=C1\CCCC1=O	-17	-2.3	27	5	i	2	-1	-37	2	-5
C#Cc1ccc(CN2CCC(N3CCC(C(=O)NCc4ccccn4)CC3)CC2)cc1	-17	4.0	-2	-4	i	0	-6	-5	-2	-12
Cc1ccc(SCc2nc3ccccc3n2CC(=O)Nc2ccccc2)cc1	8	1.7	5	7	i	2	-6	-2	17	0
COc1ccc(-c2nnc(NC(=O)C3CCCO3)s2)cc1 (stereo not given)	6	-1.6	8	23	i	0	13	16	4	-2
O=C(NN1C(=O)NC2(CCCCC2)C1=O)c1ccc(-c2ccc([N+](=O)[O-])cc2)o1	12	1.2	4	0	i	-8	-5	1	1	-35
COc1cccc(C2C=C(c3ccc(OC)cc3OC)Nc3nnnn32)c1 (stereo not given)	8	0.4	-25	-11	i	6	-4	-12	-2	-13
CCOC(=O)N(C)c1c(CC)nc2c(OCc3ccccc3OC)cccn12	-6	-1.9	-2	24	i	3	-1	x	-1	2
O=C(O)c1nn(CC(=O)N2CCCCCC2)c(=O)c2ccccc12	-10	-2.4	0	15	i	-9	1	-7	-4	-7
CCOC(=O)N1CCN(C(=O)Nc2ccc3nccnc3c2)CC1	-5	-0.5	1	5	i	-3	-1	-9	-2	-13
Cc1ccc(C(NC(=O)NC(C)c2ccccc2)C(Cl)(Cl)Cl)cc1F (stereo not given)	4	-3.3	-40	12	i	2	-3	-3	-3	0
C=CCNC(=S)NNC(=O)COc1c(Cl)cc(Cl)cc1Cl	9	-3.8	0	4	i	-5	-3	0	-4	0
O=C(NCCN1CCN(c2cccc(Cl)c2)CC1)c1cccn2c(=O)c3ccccc3nc12	0	1.5	4	5	i	-8	-5	1	-2	-6
O=C(OCc1nnc(-c2ccccc2)o1)c1cccc(-n2cnnn2)c1	-14	-0.7	4	5	i	-4	0	-1	0	4
O=C(CCNC(=O)c1ccc(Cl)cc1)NCc1ccccc1Cl	4	-0.5	-1	8	i	-5	2	1	2	0
CC(=O)Nc1ccc(NC(=O)CSC2=NCCS2)cc1	-5	1.2	0	-8	i	-1	2	1	-2	-1
Cc1cc2n(n1)SC(Nc1cccc3ccccc13)N2 (stereo not given)	-16	-1.0	2	5	i	3	2	-15	3	-5
CCOC(=O)/C=c1\sc2n(c1=O)CCN=2	-16	0.2	8	-3	i	1	2	2	4	-12
COc1ccc(CN(C)C(=O)Cn2cc(C)c(=O)[nH]c2=O)cc1OC	2	-1.4	-1	-2	i	-1	5	-2	1	-1
Cc1ccc(NC(=O)N2CCSc3ccccc32)cc1	5	-1.5	1	-7	i	-1	3	-3	1	-3
COc1ccc(CNC(=O)CSCc2c(F)cccc2Cl)cc1	-11	0.6	1	1	i	1	-3	-6	2	1
CN=C1N(C)C[C@@H]2[C@@H]3C(=O)N(C)C(=O)[C@@H]3[C@](C)(C(=O)OC)N12	-13	-0.5	4	6	i	3	2	-1	-4	6
C=CCNC(=O)CN(c1cc(Cl)ccc1OC)S(=O)(=O)c1ccc(C)c([N+](=O)[O-])c1	1	0.3	-3	9	i	1	0	-7	0	-2
CCOC(=O)C1CCN(C(=O)c2ccc3nc(-c4ccc(OC)cc4)c(-c4ccc(OC)cc4)nc3c2)CC1	3	10	-5	12	i	-6	-8	-5	4	-40
Cc1cc(=O)[nH]c(-c2cccs2)n1	12	-1.0	2	-2	i	1	2	1	-2	-6
O=S(=O)(NCCc1ccccn1)c1ccc(OC(F)(F)F)cc1	7	-0.9	1	-18	i	-5	3	4	2	2
CC(=O)c1ccc(NC(=O)C[n+]2ccc(N(C)C)cc2)cc1	-6	-2.1	1	-9	i	-5	-6	-12	0	-4
O=C(O)/C=C/c1ccc(S(=O)(=O)Nc2cccnc2)cc1	-3	-0.8	-2	15	i	3	7	-7	3	2
Cc1ccc(S(=O)(=O)/C=C2\NC(=O)CS2)cc1	1	-1.0	1	4	i	2	2	-2	-2	8
O=C1CCCC/C1=C\Nc1ccc(Cl)cn1	-11	-1.0	-2	16	i	-2	-5	-8	7	-7
COCCNC(=O)/C(C#N)=C/c1cccc(/C=C(\C#N)C(=O)NCCOC)c1	11	-1.6	-17	3	i	-6	5	-8	-1	1
Cc1ccc(S(=O)(=O)N2C(=O)CCC2C(=O)O/N=C(\N)c2cccc([N+](=O)[O-])c2)cc1 (stereo not given)	14	3.1	-4	15	i	-4	-1	-8	1	-25
O=C(O)C(CCc1ccccc1)N1C(=O)c2ccccc2C1=O (stereo not given)	4	-1.1	9	-1	i	-4	-3	-3	-1	5
c1cncc(-c2nc(N3CCOCC3)c3c4c(sc3n2)CCC4)c1	-15	0.9	-8	9	i	-2	2	-3	3	3
CCc1nn(CCCC(=O)Nc2ccc(C)cc2C)c(=O)c2cc3occc3n12	-11	3.1	-1	9	i	1	-6	-5	1	3
Cc1cc(S(=O)(=O)N2CCOCC2)ccc1OCC(=O)Nc1cccc(F)c1	2	-0.7	2	13	i	-6	-1	-10	-4	5
O=C(Cn1cnc2c(nnn2Cc2ccc(F)cc2)c1=O)NCc1ccc2c(c1)OCO2	10	-0.4	4	11	i	-6	2	5	-2	1
Cc1[nH]nc(-c2ccc(O)cc2O)c1-c1nc2ccccc2s1	-8	-1.0	1	9	i	-4	-7	-4	-3	-1
COc1ccccc1/C=N/n1c(N)c(C(=O)NC2CCCCC2)c2nc3ccccc3nc21	-4	3.7	5	19	i	13	-5	-11	-2	-8
COc1cc(/C=N/NC(=O)CCN2CCN(C)CC2)cc2c1OCO2	7	-4.1	1	-3	i	-2	1	-10	0	-14
N#Cc1cc([N+](=O)[O-])ccc1N1CCN(c2ccccc2O)CC1	-2	2.0	2	2	i	3	7	-3	0	-26

Entries of single compounds from above:
Profile of COc1ccccc1/C=N/n1c(N)c(C(=O)NC2CCCCC2)c2nc3ccccc3nc21 : NRP1-CendR mod = -4; LMPTP block = 3.7; MT1-MMP act inh = 5; SKN-1 block = 19; Rpn11 inh = i; NadD block = 13; DNMT1 inh = -5; Scp-1 inhibitor = -11; STEP inh = -2; SUMO1 PPI mod = -8
Profile of Cc1cc(S(=O)(=O)N2CCOCC2)ccc1OCC(=O)Nc1cccc(F)c1 : NRP1-CendR mod = 2; LMPTP block = -0.7; MT1-MMP act inh = 2; SKN-1 block = 13; Rpn11 inh = i; NadD block = -6; DNMT1 inh = -1; Scp-1 inhibitor = -10; STEP inh = -4; SUMO1 PPI mod = 5

(continued)
SMILES	NRP1-CendR mod	LMPTP block	MT1-MMP act inh	SKN-1 block	Rpn11 inh	NadD block	DNMT1 inh	Scp-1 inhibitor	STEP inh	SUMO1 PPI mod
O=C(COC(=O)Cn1cnc2ccccc21)Nc1ccccc1C(F)(F)F	1	-0.9	-4	8	i	8	3	-2	-1	-8
CCOC(=O)C1(CCOc2ccccc2)CCN(CC=C(C)C)CC1	-6	-0.2	0	-18	i	-1	0	-6	1	4
CC(C)Oc1ccc(C(=O)Nc2ccc(NC(=O)c3ccco3)c(Cl)c2)cc1	13	-0.4	4	-17	i	-12	-1	-12	1	-3
CCOC(=O)C1CCN(c2nc(N)c3c(N)nc(SCC(=O)O)cc3c2C#N)CC1	-38	23	-12	20	i	12	75*	102*	22	60*
O=C(Cn1nnc2c(cnn2-c2ccc(F)cc2)c1=O)c1ccccc1F	-12	-2.3	6	-11	i	6	0	6	-1	-1
CCCn1c(SCC(=O)OCc2ccccc2)nc2c1c(=O)n(C)c(=O)n2C	4	-0.3	-1	-27	i	-4	1	-10	-4	-1
Clc1ccc(CNc2ncnc3[nH]ncc23)cc1Cl	-5	-21	9	-2	i	-1	1	-4	-4	-2
CCc1cccc(NS(=O)(=O)c2c(C)nc3sc(CC)nn3c2=O)c1	6	-1.2	1	-13	i	2	3	-7	2	8
N#Cc1ccc[n+](CC(=O)c2ccc(NC(=O)c3ccccc3)cc2)c1	-24	8.9	-1	1	i	14	-10	-11	-1	-1
COc1ccc(S(=O)(=O)N2CCOCC2)cc1NC(=O)c1cccs1	-12	-0.4	-3	3	i	0	1	-7	2	5

Printed as active in DNMT1 inh, of those listed so far:
SMILES	NRP1-CendR mod	LMPTP block	MT1-MMP act inh	SKN-1 block	Rpn11 inh	NadD block	DNMT1 inh	Scp-1 inhibitor	STEP inh	SUMO1 PPI mod
CCOC(=O)C1CCN(c2nc(N)c3c(N)nc(SCC(=O)O)cc3c2C#N)CC1	-38	23	-12	20	i	12	75*	102*	22	60*

(further entries)
SMILES	NRP1-CendR mod	LMPTP block	MT1-MMP act inh	SKN-1 block	Rpn11 inh	NadD block	DNMT1 inh	Scp-1 inhibitor	STEP inh	SUMO1 PPI mod
CC(=O)C1=C(C)NC2=C(C(=O)CC(C)(C)C2)C1C (stereo not given)	-12	-2.1	-10	4	i	0	-1	-1	-1	-5
Clc1ccc(N2CCN(c3cnc4ccccc4n3)CC2)cc1	8	4.3	1	33	i	-4	-7	1	1	-5
CCOC(=O)c1cnc2c(OC)cccc2c1NCc1cccnc1	4	2.7	x	16	i	7	-4	8	-3	-7
CCCOC(=S)Nc1ccccc1	4	-1.2	0	-3	i	-1	1	-11	1	1
Cc1ccc(C2(C)NC(=O)N(CC(=O)N(C)CC(=O)Nc3cccc(F)c3)C2=O)cc1 (stereo not given)	6	-9.4	1	11	i	-2	-4	-1	-3	-15
COc1cc(OC)c(C2SCCS2)c(OC)c1	-4	-0.5	2	3	i	1	0	-10	0	2
CCOC(=O)Oc1ccc2c(c1)C(C)=CC(C)(C)N2C(=O)OCC	9	2.7	-6	-5	i	0	-2	-5	7	-4
O=S(=O)(NC1c2cccc3cccc(c23)C1N1CCNCC1)c1ccccc1 (stereo not given)	-4	1.9	-25	-2	i	-6	-8	-10	1	-4
COC(=O)c1cc(OC)nc2ccc(Br)cc12	9	-1.8	-2	2	i	-1	1	-4	0	-12
CCNC(=O)C1(C)CCN(Cc2cccc(Oc3ccccc3)c2)C1 (stereo not given)	-4	1.4	-2	9	i	-5	8	x	-3	-3
CC1CCC(NC(=O)c2ccc(NC(=O)CC3SC(N4CCCC4)=NC3=O)cc2)CC1 (stereo not given)	5	-2.3	2	15	i	3	1	-8	1	-4
COc1cc(C2c3[nH]c4ccccc4c3C[C@@H]3C(=O)N(Cc4ccco4)CC(=O)N23)cc(OC)c1OC (stereo not given in full)	3	1.2	-1	10	i	0	0	-15	6	0
Clc1cccc(Cl)c1/C=C/c1ccn[nH]1	-6	1.7	2	22	i	-4	-2	5	0	-3
Cc1ccc(/C=N/NC(=O)CSc2nnc(-c3ccc(Cl)cc3)n2-c2ccccc2)o1	43*	-0.6	3	5	i	8	-1	-5	-3	-7
Cc1ccccc1CN(C)c1ccc(S(=O)(=O)N2CCN(C)CC2)cn1	6	-1.1	-1	7	i	-9	6	-12	0	-2
CCOC(=O)C(=CNc1ccccc1Cl)C(=O)OCC	8	-0.2	-1	18	i	-5	0	-1	0	0

Screens from PubChem BioAssay.
